High-throughput results (PubChem BioAssay)
mcGAS MS inh: mouse cGAS inhibition by mass spec. AID 1259397. Q8C6L5. recombinant mouse cGAS, cGAMP by RapidFire MS. inhibition, % at 12.5 µM. hit rate 0.18% among 130,000;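 active = inhibition of cGAS enzyme activity at or above 60%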;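 note: enzyme stimulated by 45 bp dsDNA with ATP and GTP substrates; cGAMP share of summed cGAMP plus half ATP and half GTP signals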
Target sequence (Q8C6L5 whole entry, looked up): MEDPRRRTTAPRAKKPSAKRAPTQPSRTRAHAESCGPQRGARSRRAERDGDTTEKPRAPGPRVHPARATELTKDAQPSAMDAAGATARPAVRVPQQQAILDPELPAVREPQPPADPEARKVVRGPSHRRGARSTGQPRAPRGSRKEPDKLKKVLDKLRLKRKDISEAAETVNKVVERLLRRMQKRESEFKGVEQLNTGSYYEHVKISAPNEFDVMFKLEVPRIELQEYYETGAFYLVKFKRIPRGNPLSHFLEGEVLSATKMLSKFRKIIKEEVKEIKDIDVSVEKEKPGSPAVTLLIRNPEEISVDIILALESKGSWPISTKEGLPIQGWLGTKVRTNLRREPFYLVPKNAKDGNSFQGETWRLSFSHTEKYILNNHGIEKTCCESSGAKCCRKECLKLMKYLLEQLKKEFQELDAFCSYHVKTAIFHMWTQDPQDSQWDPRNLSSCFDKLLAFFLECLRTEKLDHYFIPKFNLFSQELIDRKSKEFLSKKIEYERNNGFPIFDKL
Starred values were filed as active, the others as inactive; & = joins results of further samples. These rows are one share of the data; rates above refer to the full screens.

Screening OCCN(CC1CCN(C2CCCC2)CC1)CC1CCCO1 (centres undefined) returned mcGAS MS inh -6.
Screening Cc1cccc(NCCNC(=O)c2oc(Br)cc2C)n1 returned mcGAS MS inh -6.
Screening O=C(COc1ccccc1)NCc1ccc(N2CCCC2=O)cc1 returned mcGAS MS inh -3.
For Cc1nc2ccccc2n1CCCNc1nncc(N)c1Cl the results were mcGAS MS inh -16.
Screening Cc1cnc2c(c1NCCN(C)C)c(=O)n(C)c(=O)n2C returned mcGAS MS inh -3.
CC(C)(C)c1cc(C(F)(F)F)c2c(N)c(C(=O)NC3CC3)sc2n1 was read as mcGAS MS inh -4.
Screening COc1cccc(CN(CC(C)C)C(=O)c2nn(C)cc2Cl)c1 returned mcGAS MS inh -15.
Cc1ccc(C)c(N(C(=O)C2CC(=O)N(CC3CC3)C2)C(C)C)c1 (centres undefined) was read as mcGAS MS inh -46.
Screening COc1ccc(C2CC(=O)C(C)(C)O2)cc1 (centres undefined) returned mcGAS MS inh -8.
For O=C(NCCc1ccccc1)C(C1CCCC1)N1CCN(C(=O)c2ccc(Cl)cc2Cl)CC1 (centres undefined) the results were mcGAS MS inh -5.

In the list so far, 3 contain a Cl atom.
For Cc1nc2ccccc2n1CCCNc1nncc(N)c1Cl the results were mcGAS MS inh -16.
Screening COc1cccc(CN(CC(C)C)C(=O)c2nn(C)cc2Cl)c1 returned mcGAS MS inh -15.
For O=C(NCCc1ccccc1)C(C1CCCC1)N1CCN(C(=O)c2ccc(Cl)cc2Cl)CC1 (centres undefined) the results were mcGAS MS inh -5.

The listing continues:
For Cc1ccc(NC(=O)c2ccc(Cl)nc2Cl)cc1F the results were mcGAS MS inh -12.
Screening COc1cccc(C2CCN2C(=O)Nc2n[nH]c(CCc3ccccc3)n2)c1 (centres undefined) returned mcGAS MS inh -36.
`CCC(NC(=O)c1nc2ccccc2c(=O)[nH]1)c1nc(C)c(C)s1` (centres undefined) gave mcGAS MS inh -23.
`CCCN(Cn1nc(-c2ccco2)n(-c2ccccc2)c1=S)C1CCS(=O)(=O)C1` (centres undefined) gave mcGAS MS inh 0.
`O=C(CN1CCSC1=O)Nc1ncc(Cc2ccccc2Cl)s1` gave mcGAS MS inh 0.
`CCn1cnnc1CNS(=O)(=O)c1ccccc1OC(F)(F)F` gave mcGAS MS inh -7.
For Cc1cccc(-n2c(-c3ccccc3C)n[nH]c2=S)c1 the results were mcGAS MS inh -2.
Screening Cc1ccccc1-n1ncc(C(C)NC(=O)Cc2ccc(Cl)cc2)c1C (centres undefined) returned mcGAS MS inh 2.
Screening COc1ccccc1C1CC1C(=O)N1CCCC(c2cc(C)[nH]n2)C1 (centres undefined) returned mcGAS MS inh -8.
For Cc1ccc(CNC(=O)C(C#N)C(=O)CCc2ccco2)cc1 (centres undefined) the results were mcGAS MS inh 7.

An excerpt from above in order of length of the SMILES, descending:
`CCCN(Cn1nc(-c2ccco2)n(-c2ccccc2)c1=S)C1CCS(=O)(=O)C1` (centres undefined) gave mcGAS MS inh 0.
Screening COc1cccc(C2CCN2C(=O)Nc2n[nH]c(CCc3ccccc3)n2)c1 (centres undefined) returned mcGAS MS inh -36.
Screening Cc1ccccc1-n1ncc(C(C)NC(=O)Cc2ccc(Cl)cc2)c1C (centres undefined) returned mcGAS MS inh 2.

The listing picks up, starting six compounds before the break.
`O=C(CN1CCSC1=O)Nc1ncc(Cc2ccccc2Cl)s1` gave mcGAS MS inh 0.
`CCn1cnnc1CNS(=O)(=O)c1ccccc1OC(F)(F)F` gave mcGAS MS inh -7.
For Cc1cccc(-n2c(-c3ccccc3C)n[nH]c2=S)c1 the results were mcGAS MS inh -2.
Screening Cc1ccccc1-n1ncc(C(C)NC(=O)Cc2ccc(Cl)cc2)c1C (centres undefined) returned mcGAS MS inh 2.
Screening COc1ccccc1C1CC1C(=O)N1CCCC(c2cc(C)[nH]n2)C1 (centres undefined) returned mcGAS MS inh -8.
For Cc1ccc(CNC(=O)C(C#N)C(=O)CCc2ccco2)cc1 (centres undefined) the results were mcGAS MS inh 7.
For CN(c1ccccc1)S(=O)(=O)c1cc(C(=O)O)sc1Br the results were mcGAS MS inh -10.
c1ncn(Cc2ccc(CNCC3CCCCC3)cc2)n1 was read as mcGAS MS inh 4.
For O=C(c1c[nH]c(=O)[nH]c1=O)N1CCN(Cc2ccc(Cl)s2)CC1 the results were mcGAS MS inh -3.
`COc1cc(C(=O)Nc2c3c(nn2-c2ccc(C)cc2)CS(=O)(=O)C3)cc(OC)c1OC` gave mcGAS MS inh -3.
For Oc1c(C(c2ccc(C(F)(F)F)cc2)N2CCOCC2)ccc2cccnc12 (centres undefined) the results were mcGAS MS inh 3.
For COc1ccc(NC(=O)c2sc(=O)n(Cc3ccc(-c4ccccc4)cc3)c2C)cc1OC the results were mcGAS MS inh -11.
Screening CC(N)C(N)=O (centres undefined) returned mcGAS MS inh -1.
`Cc1cc(C)c(NC(=O)CNC(=O)CN(C)Cc2ccc(Br)cc2)c(C)c1` gave mcGAS MS inh -4&3.
For CN(CCC(=O)N1CCN(c2ccc(F)cc2)CC1)Cc1cnn(C)c1 the results were mcGAS MS inh -1.
c1ccc2sc(CSc3nc4ccccc4s3)nc2c1 was read as mcGAS MS inh -4.
For Cc1ccc(N=Cc2nc(-c3ccccc3Br)oc2O)cc1 the results were mcGAS MS inh -2.
For O=C(NC(=S)N1CCN(c2ccccc2)CC1)c1c(F)cccc1F the results were mcGAS MS inh -3.
Screening NS(=O)(=O)c1cnccc1Sc1c(Cl)cccc1Cl returned mcGAS MS inh -9.
`O=C1C2C3C=CC(C3)C2C(=O)N1/N=C\c1ccccc1O` (centres undefined) gave mcGAS MS inh -10.
Screening Cc1c(C)n2c3c(=O)[nH]c(=O)n(C)c3nc2n1CC(C)C returned mcGAS MS inh -5.
For Cc1cc(CNC(=O)[C@H]2C[C@@](C)(C(=O)O)N(C)[C@H]2c2ccccc2)n[nH]1 the results were mcGAS MS inh -13.
For CCCCCCSc1nc(-c2ccccc2)cc(-c2ccc(OC)cc2)c1C#N the results were mcGAS MS inh -7.
Screening CCSCCNC(=O)c1cc(N2CCSCC2)nc2ccccc12 returned mcGAS MS inh -6.
Screening COCCN1C(=O)N2CCCCC2=C2Sc3ccccc3N21 returned mcGAS MS inh -3.
For COCCCNCC(=O)N(CCc1ccccc1)Cc1ccc(C)o1 the results were mcGAS MS inh -5.
CC(C(=O)c1ccc2c(c1)NC(=O)CO2)n1nnc(-c2cccc(F)c2)n1 (centres undefined) was read as mcGAS MS inh -18.
`CCN(C(=O)c1ccc(=O)n(Cc2ccc(F)cc2)n1)C1CCCCC1` gave mcGAS MS inh -3.
`O=c1oc2cc(O)c(Br)cc2s1` gave mcGAS MS inh -6.
For Cc1cc(C)cc(OCc2ccc(C(=O)N3N=C(C(F)F)CC3(O)C(F)F)o2)c1 (centres undefined) the results were mcGAS MS inh -1.
COc1ccc(C(=O)N2CCCC(C(=O)c3ccc(Cl)cc3C)C2)o1 (centres undefined) was read as mcGAS MS inh -7.
`COc1cn(-c2ccccc2)nc1C(=O)N1CCC(C(N)=O)CC1` gave mcGAS MS inh -7.
`CN(Cc1ccccc1)C(=O)Cn1nnc(-c2ccccc2)c1COc1ccccc1` gave mcGAS MS inh 9.
Screening CC(=O)Nc1ccc(NC(=O)c2oc3c(c2C)C(=O)CCC3)c(C(F)(F)F)c1 returned mcGAS MS inh -10.
`O=C(Nc1cccc2cnccc12)C1COc2ccccc2C1` (centres undefined) gave mcGAS MS inh 0.
For Cc1ccc(CN2CCC(CNC(=O)NC3CCCC3)C2)cc1F (centres undefined) the results were mcGAS MS inh -9.
O=C(CN1CCN(c2ccc3nnnn3n2)CC1)N1CCCC1 was read as mcGAS MS inh 2.
Screening COc1ccc(C(=O)NCc2ccc3c(c2)OCCO3)cc1S(=O)(=O)N1CCOCC1 returned mcGAS MS inh -5.
Screening C=CC12C=CC=CN1C(C(=O)OC)=C(C(=O)OC)C(C(=O)OC)=C2C(=O)OC (centres undefined) returned mcGAS MS inh -37.
For O=C1OCc2cc(NC(=O)C3COc4ccccc4O3)ccc21 (centres undefined) the results were mcGAS MS inh -3.
`Cc1cc(=O)n(C(=O)Cc2ccc(Cl)c(O)c2)[nH]1` gave mcGAS MS inh -8.
`O=C(O)c1cc(-c2ccc3c(c2)OCO3)nc2ccc(Br)cc12` gave mcGAS MS inh -27.
`CC=CCn1c(SCc2c(F)cccc2Cl)nc2c1c(=O)[nH]c(=O)n2C` gave mcGAS MS inh -3.
COc1cc(OC)c(C(C)=NN=C(N)N)cc1Cl was read as mcGAS MS inh -6.
`COC(=O)c1sc(N)c(C(=O)OC)c1COC(=O)CC1C=CCC1` (centres undefined) gave mcGAS MS inh -1.
COc1cccc(CCc2ccccc2C(=O)N2CCCC(O)(CO)C2)c1 (centres undefined) was read as mcGAS MS inh 0.
For CCC(C)(C)NC(=O)Cn1nnn(-c2ccccc2)c1=O the results were mcGAS MS inh -3.
For Cc1cccnc1-n1c(SCC(=O)N2CCCC2=O)nc2ccccc2c1=O the results were mcGAS MS inh -2.
For CCN1CCCN(C(=O)/C=C/c2cc(OC)c(OC)c(OC)c2)CC1 the results were mcGAS MS inh -4.
Screening COc1ccc(NC(=O)CN2C(=O)c3ccccc3C2=O)cc1 returned mcGAS MS inh -7.
For FC(F)(F)c1nc(Oc2ccc3ccncc3c2)c2ccccc2n1 the results were mcGAS MS inh -6.
Cc1ccccc1C(=O)N1CCC(c2nn3c(C(C)C)nnc3s2)CC1 was read as mcGAS MS inh -3.
O=C(Nc1ncc(Cc2ccccc2)s1)c1cccs1 was read as mcGAS MS inh -3.
`Cn1cc(S(=O)(=O)N2CCCCC2c2ncc(-c3cccc(F)c3)[nH]2)cn1` (centres undefined) gave mcGAS MS inh 5.
Screening Cc1c(C)n2c3c(=O)n(C)c(=O)n(C)c3nc2n1CC(C)C returned mcGAS MS inh -3.
For Clc1ccc(N2CCC3(CC2)NCCc2[nH]cnc23)cc1 the results were mcGAS MS inh -3.
O=C(Nc1nc2ccc(OC(F)(F)F)cc2s1)C1CCOCC1 was read as mcGAS MS inh -30.
NC1CCCCC1N=Cc1c(O)n(CCc2ccc(F)cc2)c(=O)[nH]c1=O (centres undefined) was read as mcGAS MS inh 2.
`COC(=O)c1c(CCl)nc2ccccc2c1-c1ccccc1` gave mcGAS MS inh -1.
Screening O=C(NCCc1c(-c2cccnc2)[nH]c2ccccc12)c1ccc2nonc2c1 returned mcGAS MS inh -5.
For CCCc1onc(C)c1C(=O)N1CCC2(CCOC2)C1 (centres undefined) the results were mcGAS MS inh -1.
Screening CC(NCc1cnc2ccccn12)c1ccccn1 (centres undefined) returned mcGAS MS inh -7.
Screening Cc1cccc(C)c1NC(=O)CN1CCN(C(=O)c2ccc(OCC(F)(F)F)nc2)CC1 returned mcGAS MS inh -10.
COC(=O)C(OC)(OC)C(c1ccco1)C(C#N)C(=O)O (centres undefined) was read as mcGAS MS inh -4.
For O=C(CCCn1cncn1)NC1CCCCC1Oc1ccccc1 (centres undefined) the results were mcGAS MS inh -6.
`OCC(O)C[n+]1cccc(Br)c1` (centres undefined) gave mcGAS MS inh 0.
`COc1cc(S(N)(=O)=O)c(OC)cc1Cl` gave mcGAS MS inh -13.
For CCOc1cccc(C(NC(C)=O)NC(C)=O)c1 the results were mcGAS MS inh -9.
Screening Cc1cc2cc(C(=O)NCC3CN(S(C)(=O)=O)CCO3)ccc2o1 (centres undefined) returned mcGAS MS inh 1.
For CC(C)NS(=O)(=O)c1ccc(NS(=O)(=O)c2cccc(Cl)c2Cl)cc1 the results were mcGAS MS inh 8.
For N#CC(C(N)=S)=P(c1ccccc1)(c1ccccc1)c1ccccc1 the results were mcGAS MS inh -8.
For CN(C1CCCc2ccccc21)S(=O)(=O)c1ccc(N2CCCC2=O)cc1 (centres undefined) the results were mcGAS MS inh 0.
`CC1CN(C(=O)CC2CSc3nccc(=O)n32)CC(C)O1` (centres undefined) gave mcGAS MS inh 4.
For O=C(NCCC1COc2ccccc2O1)c1ccc(-c2ccc[nH]2)nc1 (centres undefined) the results were mcGAS MS inh -12.
Screening CN(CC1CCCN1C)C(=O)c1cc(CN2CCc3ccccc3C2)on1 (centres undefined) returned mcGAS MS inh -10.
CCC1(C)Cc2c(sc3c2c(=O)n(C)c2nnc(SCC(=O)c4ccccc4)n32)CO1 (centres undefined) was read as mcGAS MS inh -16.

In the list so far, four have a COOH group:
For CN(c1ccccc1)S(=O)(=O)c1cc(C(=O)O)sc1Br the results were mcGAS MS inh -10.
For Cc1cc(CNC(=O)[C@H]2C[C@@](C)(C(=O)O)N(C)[C@H]2c2ccccc2)n[nH]1 the results were mcGAS MS inh -13.
`O=C(O)c1cc(-c2ccc3c(c2)OCO3)nc2ccc(Br)cc12` gave mcGAS MS inh -27.
COC(=O)C(OC)(OC)C(c1ccco1)C(C#N)C(=O)O (centres undefined) was read as mcGAS MS inh -4.

Next section:
`COc1ccc(NC(=O)NCc2ccsc2)cc1` gave mcGAS MS inh -6.
Screening CC(C)Nc1nc(-c2ccc(Br)s2)cs1 returned mcGAS MS inh -2.
COC(=O)[C@H](Cc1ccccc1)NC(=O)[C@@H](N)CC(=O)O was read as mcGAS MS inh -13.
`O=C(CCC1CCCC1)NCC1=CCCN(C2C=CCCC2)C1` (centres undefined) gave mcGAS MS inh -13.
For CN1CCCC1C(=O)NCc1ccc(OC(F)F)cc1 (centres undefined) the results were mcGAS MS inh -8.
For C=CCN=c1scc(-c2ccc(F)cc2)n1N=Cc1ccccn1 the results were mcGAS MS inh -31.
CCn1c(SCC(=O)c2ccc(OC)c(F)c2)nnc1C1CC1 was read as mcGAS MS inh -5.
`N#Cc1c(NC(=O)CN2CCCC2c2cccs2)sc2c1CCC2` (centres undefined) gave mcGAS MS inh -7.
COCCN(CCOC)C(=O)c1cc2c(=O)n3ccccc3nc2s1 was read as mcGAS MS inh -13&-7.
COc1ccc(C)cc1N1C2=[N+](CCCS2)CC1(O)c1ccc(C)cc1 (centres undefined) was read as mcGAS MS inh -7.
`COc1ccc(Nc2nc(N3CCCC3)nc(N)c2[N+](=O)[O-])cc1` gave mcGAS MS inh -8.
